# Polio RdRp inh: poliovirus RdRp elongation inhibitors, primary screen, biochemical, fluorescence polarization, total intensity; poliovirus polymerase elongation; stronger effect = lower value; Genome polyprotein (Poliovirus type 1 (strain Mahoney)), P03300; % elongation, % (compound at 16.7 µg/mL); AID 588519, 2011; 150,000 tested, 0.66% active; in the data active = % elongation below about 90%; note: some results filed as inactive read as strong as hits
# Target sequence (P03300 1749-2209 limits assumed): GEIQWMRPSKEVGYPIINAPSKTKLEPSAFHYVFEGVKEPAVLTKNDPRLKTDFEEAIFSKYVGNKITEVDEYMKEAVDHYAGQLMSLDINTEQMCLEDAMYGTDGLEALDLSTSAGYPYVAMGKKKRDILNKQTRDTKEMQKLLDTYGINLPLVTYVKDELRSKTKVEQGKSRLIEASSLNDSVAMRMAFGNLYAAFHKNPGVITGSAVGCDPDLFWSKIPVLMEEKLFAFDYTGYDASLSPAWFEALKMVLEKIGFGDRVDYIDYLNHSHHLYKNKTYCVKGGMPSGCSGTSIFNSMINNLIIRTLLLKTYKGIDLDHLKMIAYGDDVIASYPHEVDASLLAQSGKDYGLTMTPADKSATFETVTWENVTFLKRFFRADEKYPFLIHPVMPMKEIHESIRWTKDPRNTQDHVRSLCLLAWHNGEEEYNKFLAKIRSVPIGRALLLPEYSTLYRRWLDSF
# Polio RdRp inh FP z-score: also measured in Polio RdRp inh; calls as there; z-score; measured here: FP z-score; hits read low
# An asterisk follows results filed as active. A portion of the library, so the mix of outcomes need not match the whole.
mol	Polio RdRp inh	Polio RdRp inh FP z-score
CCCn1c(=O)c2oc(C)cc2n(-c2ccccc2C)c1=O	99.0	-0.5
Cc1ccc(NC(=O)c2ncoc2-c2ccco2)cc1Cl	110.0	0.8
N#Cc1c(N)n(-c2ccc(C(F)(F)F)cc2)c2nc3ccccc3nc12	101.0	-0.4
CN(C)/C=N/N=C(\Cc1nc2ccccc2[nH]1)c1ccccc1	102.0	0.2
COC(=O)c1ccccc1NC(=O)c1cnn(-c2ccc(F)cc2)c1-n1cccc1	108.0	0
COc1ccc(-c2cccc(NS(=O)(=O)c3ccc(C)s3)c2)nn1	109.0	0.6
CCC(=O)O[C@]1(C(=O)CCl)[C@@H](C)CC2C3CCC4=CC(=O)C=C[C@]4(C)[C@@]3(F)[C@@H](O)C[C@@]21C (stereo partly specified)	100.0	0.1
CC1(C)CC(=O)OC(c2ccccc2)(c2ccccc2)C1	106.0	0.4
CN=C(Cl)c1cccs1	99.0	-0.6
Cc1cc2c3c([nH]c2cc1S(=O)(=O)NCc1ccco1)CC(C)(C)CC3=O	99.0	-0.8
COc1ccccc1C(=O)NC(=O)CSc1nnnn1C	98.0	-0.4
Cc1ccc(C)c(S(=O)(=O)c2nnn3c2nc(NC2CCCC2)c2sccc23)c1	107.0	0.1

# The list continues.
mol	Polio RdRp inh	Polio RdRp inh FP z-score
N#Cc1c(N)cc(N)[nH]c1=S	104.0	0.4
O=C(Nc1ccccc1C(=O)OCc1cc(=O)n2nc(C3CC3)sc2n1)c1cccc(Cl)c1	104.0	-0.5
CCOc1ccc(NC(=O)Cn2cc(C(=O)c3ccc(C)c(C)c3)c(=O)c3cc(OC)c(OC)cc32)cc1	104.0	-0.1
N#CC1=C(N)OC2=C(C(=O)CCC2)C12CCCC2	98.0	-0.4
CSc1cccc(NC(=O)CSc2ncccc2C(=O)OC(C)C)c1	103.0	0.8
COC(=O)c1cn(NC(=O)CSc2ccncc2)c(=O)c2ccccc12	100.0	-0.1
Cc1cc(S(=O)(=O)NN(C)c2cccc(Cl)c2C#N)cc(C)c1F	98.0	-0.8
CCOC(=O)c1cc(-c2ccc(S(=O)(=O)N3CCCCC3)s2)on1	99.0	-1.6
Cc1nn(CCCC(=O)NCCc2ccc(Cl)cc2)c(=O)c2c1sc1ccccc12	109.0	0
Nc1c(-c2ccccc2)nnn1-c1ccccc1	100.0	-1
O=C(CSc1ccc(Cl)cc1)Nc1ccc(NC(=O)c2ccco2)cc1	109.0	0.8
CCNc1cc(N2CCN(Cc3ccc(OC)c(OC)c3OC)CC2)c2noc3c2c1C(=O)c1ccccc1-3	75.0	-4.3

# (cont.)
mol	Polio RdRp inh	Polio RdRp inh FP z-score
COc1ccccc1N1CCN(S(=O)(=O)c2c(C)sc3ncn(CC(=O)Nc4cccc(Cl)c4)c(=O)c23)CC1	101.0	-0.4
Cc1ccc(NC(=S)N(Cc2c[nH]c3ccccc23)C(C)C)cc1C	105.0	1.6
Cc1ccc(C(=O)CSC2=NCCCCC2)cc1	93.0	-2.2
O=C(Cn1cc(S(=O)(=O)Cc2ccccc2F)c2ccccc21)NCc1ccccc1	110.0	1
Cc1cccc(CSc2cn(CC(=O)N3CCOCC3)c3ccccc23)c1	116.0	0.1
O=C(CSc1nc2ccccc2c(=O)n1Cc1ccco1)N1CCc2ccccc21	107.0	0.5
Cc1cc(N2CCNCC2)nc(C)n1	102.0	0.1
Cc1cccc(CN2CCCC2CO)c1 (stereo unspecified)	101.0	0.2
CCc1cccc(CC)c1NC(=O)COC(=O)Cc1ccsc1	100.0	-0.5
CCCc1nc(C(C)(C)O)c(C(=O)OCc2oc(=O)oc2C)n1Cc1ccc(-c2ccccc2-c2nn[nH]n2)cc1	101.0	0.2
O=C(C1CCC1)N1CCc2cc(S(=O)(=O)NCc3ccc(F)cc3)ccc21	111.0	0.6
Cc1ccc(NC(=O)C(NCCCN2CCCC2=O)c2ccccc2)cc1 (stereo unspecified)	110.0	0.1

# Additional compounds.
mol	Polio RdRp inh	Polio RdRp inh FP z-score
O=C(Nc1ccc(N2CCOCC2)cc1)OCc1ccccc1	104.0	0.8
NC(=O)N/N=c1/oc2ccccc2cc1-c1nc2ccccc2[nH]1	104.0	0.7
COc1ccc(Cn2c(=O)c3cccnc3n(CC(=O)Nc3ccccc3OC)c2=O)cc1	101.0	0
CC(C)NC(=O)c1ccc2c(=O)[nH]c3c(C(=O)NC(C)C)sc(=S)n3c2c1	103.0	0.3
CC(=O)N1CCN(C(=S)c2ccc(-c3cccc(Cl)c3Cl)o2)CC1	102.0	0.4
COc1ccc(S(=O)(=O)NCC(c2ccco2)N2CCN(c3ccccc3F)CC2)cc1OC (stereo unspecified)	112.0	0.9
CCN=C1S/C(=C\c2cn(CC(=O)NCCOC)c3ccccc23)C(=O)N1CC	105.0	0.9
OC(c1cccc(C(F)(F)F)c1)c1nnc(-c2ccccc2)o1 (stereo unspecified)	103.0	0
COCCOc1ccc(C(F)(F)F)cc1NC(=O)c1ccc2c(=O)n3c(nc2c1)CCC3	104.0	0.1
Cc1c(Cl)cccc1NC(=O)Cn1c(=O)n(Cc2nc(-c3ccccc3)no2)c(=O)c2cc3c(cc21)OCO3	103.0	-1
O=S(=O)(Cc1ccc(Br)cc1F)c1cccs1	100.0	-0.7
CCN(CC)S(=O)(=O)c1ccc(C(=O)C(C#N)c2nc3ccccc3c(=O)[nH]2)cc1 (stereo unspecified)	98.0	-0.2

# The results go on.
mol	Polio RdRp inh	Polio RdRp inh FP z-score
O=C(CSc1ccccn1)Nc1cccc(F)c1	102.0	0.2
CCCC1CCC(c2ccc(OC(=O)c3cccs3)cc2)CC1 (stereo unspecified)	103.0	0.3
Cc1ccc(Cn2c(SCc3ccc(C(=O)O)cc3)nc3cccnc32)cc1	113.0	0.7
Cc1nnn(C23CC4CC(CC(C(=O)NCc5ccc6c(c5)OCO6)(C4)C2)C3)n1	99.0	-0.2
CC(C)(C)n1nnc(-c2ccccc2)n1	109.0	0.9
O=C(CSc1nc2cc(Cl)ccc2o1)NC1CC1	105.0	1.4
c1ccc(C[n+]2ccc(-c3nc4ccccc4s3)cc2)cc1	102.0	0.2
CC(Nc1ncnc2c1oc1ccccc12)c1ccccc1 (stereo unspecified)	107.0	0.4
Cc1cc(C)c(NC(=O)Cn2c(SCC(=O)NCc3ccccc3)nc3ccccc32)c(C)c1	101.0	-0.8
CCOC(=O)c1c(C)[nH]c(C)c1S(=O)(=O)N1CCC(C(=O)N2CCN(c3cccc(C)c3C)CC2)CC1	113.0	1.1
COc1ccc(OC)c(NC(=O)c2nc(SCc3ccccc3F)ncc2Cl)c1	114.0	1.2
Cn1c(SCc2ccc(F)cc2)nc2ccc(C(=O)NCc3ccc(F)cc3)cc21	113.0	0.7

# Reformatted with two lines to a compound: 5 of the compounds above
# Under each structure: Polio RdRp inh	Polio RdRp inh FP z-score
Cc1c(Cl)cccc1NC(=O)Cn1c(=O)n(Cc2nc(-c3ccccc3)no2)c(=O)c2cc3c(cc21)OCO3
→ 103.0	-1
O=S(=O)(Cc1ccc(Br)cc1F)c1cccs1
→ 100.0	-0.7
CCN(CC)S(=O)(=O)c1ccc(C(=O)C(C#N)c2nc3ccccc3c(=O)[nH]2)cc1 (stereo unspecified)
→ 98.0	-0.2
O=C(CSc1ccccn1)Nc1cccc(F)c1
→ 102.0	0.2
CCCC1CCC(c2ccc(OC(=O)c3cccs3)cc2)CC1 (stereo unspecified)
→ 103.0	0.3

# Later entries:
mol	Polio RdRp inh	Polio RdRp inh FP z-score
CCOc1cccc(CNc2ccc(NC(=O)CC)cc2)c1O	100.0	0
COC(=O)c1c(C(=O)OC)c2n(c1C)CCS2	103.0	0.3
O=c1c2ccccc2c(-c2ccccc2)nn1CN1CCCC1	104.0	0.9
Cc1noc(C)c1CC(=O)Nc1cc(C(F)(F)F)ccc1NC1CCCCC1	100.0	-0.3
N#C/C(=C\C(=C\N1CCOCC1)c1ccccc1)c1ccccc1	103.0	-0.1
Cn1c(/C(C#N)=C(\O)COc2cc(Cl)c(Cl)cc2Cl)nc2ccccc21	96.0	-0.5
Cc1nc(COc2ccc(C(C)(C)C)cc2)ncc1S(=O)(=O)c1ccc(Cl)cc1	108.0	0.9
C=CCN(C(=O)CN1CCN(C)CC1)c1nc(-c2c[nH]c3ccccc23)cs1	99.0	-1.4
C=CCOc1nc(-c2ccccc2)cc(-c2ccc(OC)cc2)n1	99.0	-0.4
Cc1cc(=O)[nH]c(NNC(=S)NCc2ccccc2)n1	102.0	0.1
Cc1cccc(N2CCN(C(=O)CN3CCN(Cc4ccc(Cl)cc4)C3=O)CC2C)c1 (stereo unspecified)	103.0	-0.2
Cc1cc(NC(=O)Nc2nnc(N(C)Cc3ccccc3)s2)ccc1Br	105.0	-0.6

# Further results follow:
mol	Polio RdRp inh	Polio RdRp inh FP z-score
O=C1OC(Nc2cccc(C(F)(F)F)c2)c2ccccc21 (stereo unspecified)	105.0	0.9
NC(=S)N/N=C1/C(=O)c2cccc3cccc1c23	100.0	-0.4
CC1(C)CC(NC(=S)NC(=O)c2ccccc2)CC(C)(C)N1	106.0	0.4
COc1ccccc1CNC(=O)C1CCCN(S(=O)(=O)c2ccc3c(c2)oc(=O)n3C)C1 (stereo unspecified)	113.0	1.3
CCN(CC)CCCNC(=O)c1cn(CC)c2ccc(S(=O)(=O)N3CCC(C)CC3)cc2c1=O	110.0	1.1
Cc1ccc2c(c1)N(C(=O)N1CCC(C(=O)NC3CCCCCC3)CC1)CC(C)O2 (stereo unspecified)	109.0	0.3
COc1ccc(C(C#N)C2(C)OCCO2)cc1OC (stereo unspecified)	103.0	1.5
CS(=O)(=O)c1ccc(NC(=O)c2cc(=O)[nH]c3ccccc23)cc1	102.0	0
CCOC(=O)c1[nH]c2ccccc2c1N=CN(C)C	101.0	-0.1
CCCc1ccc(C(=O)COc2ccc(-n3cnnn3)cc2)cc1	105.0	0.4
COC(C(=O)Nc1ccccc1SC)c1ccccc1 (stereo unspecified)	96.0	-1.2
CCNC(=O)[C@@H]1O[C@H](n2cnc3c(N)ncnc32)[C@@H](O)[C@H]1O	103.0	0.9

# Next part
mol	Polio RdRp inh	Polio RdRp inh FP z-score
OCC(O)C1OC(Nc2ccc(Cl)cc2)C(O)C1O (stereo unspecified)	104.0	0.6
CCC(Oc1ccc(F)cc1)C(=O)Nc1c(C(=O)c2ccc(C)cc2)oc2ccccc12 (stereo unspecified)	110.0	0.9
COC(=O)C(=O)/C=C(\O)c1c(F)c(F)c(OC)c(F)c1F	104.0	0
COc1ccccc1-c1noc(-c2ccc(NCc3ccco3)c([N+](=O)[O-])c2)n1	114.0	1.3
Cc1[nH]c(SCC(=O)N2CCN(C(=O)c3ccco3)CC2)nc1Cc1ccccc1	101.0	-0.2
Cc1ccc(C)c(N2CCN(C(c3ccccc3)c3nnc(-c4ccccc4)o3)CC2)c1 (stereo unspecified)	105.0	0.1
Fc1ccc(CSc2nnc(-c3ccco3)o2)c(Cl)c1	103.0	0.1
CN(C(=O)C12CCC(C)(C(=O)O1)C2(C)C)c1ccccc1 (stereo unspecified)	100.0	-1
CCCCNC(=O)c1ccc(CS(=O)(=O)c2ccc(C)cc2)o1	102.0	0.8
CCOC(=O)/C=C1\SCC(=O)N1CC(=O)Nc1cccc(C)c1C	110.0	0.9
Cc1ccc(C)n1-c1nnc(N2CCC(C(=O)Nc3ccccc3Br)CC2)s1	111.0	1.2
COc1ccc(C2N=C(N)Nc3nc4ccccc4n32)cc1 (stereo unspecified)	101.0	-0.2

# New compounds follow:
mol	Polio RdRp inh	Polio RdRp inh FP z-score
CCn1cc(S(=O)(=O)N2CCN(Cc3ccccc3)CC2)cn1	99.0	-1.5
CN1CCc2nc3ccccc3c(C(=O)OCC(=O)NCc3ccccc3)c2C1	99.0	-0.5
Cn1ccc2cc(S(=O)(=O)N3CCCC(C(=O)NCc4ccc(F)cc4)C3)ccc21 (stereo unspecified)	103.0	-1
COc1ncnc2nc[nH]c12	106.0	0.4
Cc1onc2c1C(=O)CC(C)(C)C2	100.0	-0.3
COc1ccc(CCNC(=O)Cn2c(=O)nc(-c3ccccc3F)c3cc(Cl)ccc32)cc1OC	108.0	0.3
CC(C)(C)c1cc(C(=O)NC2CC2)n(Cc2ccc(F)cc2)n1	100.0	-0.4
CC(=O)N1CC(C(=O)N2CCN(S(=O)(=O)c3ccccc3C#N)CC2)Oc2ccccc21 (stereo unspecified)	101.0	-0.3
CCn1c(O)c(C2=c3cc(Cl)ccc3=NC2=O)c2ccccc21	103.0	0.4
Cc1ccc(S(=O)Cc2nc(-c3ccc(C(=O)NCc4cccc(C)c4)cc3)oc2C)cc1 (stereo unspecified)	112.0	0.9
CC(C)COC(=O)Nc1cccnc1	100.0	-0.1
CC(C)(C)C1CCc2nc(NC(=O)c3ccc([N+](=O)[O-])cc3)sc2C1 (stereo unspecified)	107.0	-0.1

# Further structures
mol	Polio RdRp inh	Polio RdRp inh FP z-score
COc1cccc(-c2nnc(SCC(=O)N3CCCCC3)o2)c1	104.0	-0.3
O=C(O)c1nn(CC2CCCCC2)c(=O)c2ccccc12	104.0	0.3
CCOC(=O)/C=C1/CSc2ccccc2N1	101.0	0.2
Cc1nn(-c2ccccc2)c2c1C(C(F)(F)F)(C(F)(F)F)OC(c1ccco1)=N2	103.0	0.1
Cc1ccccc1CSCC(=O)Nc1ccc(O)cc1C(=O)O	103.0	0.3
O=S(=O)(NCc1ccc(Cl)cc1)c1ccc(-c2cnc(C3CC3)o2)cc1	105.0	-0.3
CCCNC(=O)CCc1nnc2ccc(N3CCC(C)CC3)nn12	102.0	0.3
CCN1CCN(c2nnc(-c3cccs3)c3ccccc23)CC1	100.0	-0.4
c1ccc(N=Nc2ccccc2)cc1	102.0	0.5
Cc1cc(=O)[nH]n1C	103.0	0.3
O=C(NCC1CCCC(CNC(=O)N2CCc3ccccc32)C1)N1CCc2ccccc21 (stereo unspecified)	100.0	-0.2
NC(=O)CN1C(=O)Cc2ccccc21	101.0	-0.3
CCOC(=O)c1cnn2c1nc(N1CCOCC1)c1ccccc12	101.0	0
COc1ccc(-c2nc3ccccn3c2NCc2ccc3c(c2)OCO3)cc1	102.0	0.2
N#Cc1ccc(-c2ccccc2)nc1SCC(=O)c1ccccc1	106.0	0.4
